# High-throughput results deposited in PubChem BioAssay by several laboratories.
# ABHD4 inh: ABHD4 inhibitors, primary screen, biochemical, fluorescence polarization, mouse | purified mABHD4, FP-Rh probe fluorescence polarization | (Lyso)-N-acylphosphatidylethanolamine lipase (Mus musculus), Q8VD66 | actives 0.54% (n = 370,000) | inhibition, % at 8.92 µM;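 active = inhibition exceeding the mean over every tested compound plus 3 SD, cut at about 30% in these data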;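 note: 0% = plate median of compound wells and 100% = S159A mutant with DMSO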
#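 Assay system: mABHD4 protein; medium: HEPES pH 7.0, NaCl, Pluronic buffer; dosing: 8.92 µM, single dose; schedule: 45 min + 60 min at 25 °C; signal: FP readout, ex 525 nm / em 598 nm; read-out: normalized percent inhibition of probe labeling; repeats: single replicate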
# TDP2 inh: human TDP2 enzyme inhibitors, primary screen, biochemical, epi absorbance, recombinant enzyme. Tyrosyl-DNA phosphodiesterase 2 (Homo sapiens), O95551. T5PNP hydrolysis, p-nitrophenol absorbance 415 nm. inhibition, % at 12.8 µM. actives 0.34% (n = 370,000). AID 720702, 2013;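 active = inhibition above the mean of all tested compounds plus 3 SD, set per campaign, cut at about 25% in these data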;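 note: 0% = DMSO with enzyme and 100% = buffer with substrate but no TDP2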
#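 Read-out basis: percent inhibition. System: recombinant human TDP2. Buffer or medium: Mg2+-containing Tris-HCl buffer, pH 7.5. Repeats: single replicate. Timing: reaction 2 h, 37 °C. Benchmarks: high control without enzyme, low control DMSO plus TDP2. Probe or stimulus: 5 mM T5PNP. Doses: 12.8 µM only. Measured by: epi absorbance of p-nitrophenol freed from T5PNP by hydrolysis.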
# TCR-CD3 inh: inhibitors of human TCR-CD3 interaction, primary screen, biochemical, fluorescence, TAMRA-labeled TCR probe; T-cell receptor (TCR); inhibition, % at 9.4 µM; AID 651800, 2012; actives 0.37% (n = 360,000); in the data active = inhibition above about 19%;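 note: recombinant mutant TCR 2C K166C tagged with TAMRA read by polarization; 0% = receptor in buffer alone and 100% = receptor with positive control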
# SIAE inh: human SIAE inhibitors, primary screen, biochemical, fluorescence polarization, FP-Rh probe, 1536-well HTS. SIAE FP-Rh probe binding. inhibition, % at 9.66 µM. actives 0.69% (n = 370,000);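 active = inhibition above a cutoff: mean of compounds within the control limits plus 3 SD of those, cut at about 17% in these data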;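 note: 0% = plate median of compound wells and 100% = probe without SIAE protein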
# Target sequence (Q9HAT2 whole entry, looked up): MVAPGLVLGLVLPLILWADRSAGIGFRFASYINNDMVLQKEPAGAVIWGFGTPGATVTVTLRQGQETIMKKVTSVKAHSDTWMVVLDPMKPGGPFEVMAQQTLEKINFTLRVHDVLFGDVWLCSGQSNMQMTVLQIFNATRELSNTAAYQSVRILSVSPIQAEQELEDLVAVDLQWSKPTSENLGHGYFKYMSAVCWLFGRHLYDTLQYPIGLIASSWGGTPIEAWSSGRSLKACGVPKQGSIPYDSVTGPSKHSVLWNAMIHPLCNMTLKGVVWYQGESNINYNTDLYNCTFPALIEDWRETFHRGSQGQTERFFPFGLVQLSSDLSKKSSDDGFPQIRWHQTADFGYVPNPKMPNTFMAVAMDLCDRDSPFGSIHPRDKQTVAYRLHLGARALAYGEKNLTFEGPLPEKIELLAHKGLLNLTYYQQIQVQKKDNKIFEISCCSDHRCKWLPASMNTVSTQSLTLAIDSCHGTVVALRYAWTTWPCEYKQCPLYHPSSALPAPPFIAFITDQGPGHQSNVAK
# PRMT1 inh: PRMT1 methyltransferase inhibitors, primary screen, biochemical, fluorescence polarization; Protein arginine N-methyltransferase 1 (Homo sapiens), Q99873; recombinant PRMT1, activity-based probe fluorescence polarization; inhibition, % at 2.79 µM; actives 1.3% (n = 370,000);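 active = inhibition above about 21% made by adding two undisclosed values, limit read from the data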
# NPR2 activator: human GC-B receptor activators, primary screen, HEK293 GC-B cells, cGMP TR-FRET, EC30 CNP. Atrial natriuretic peptide receptor 2 (Homo sapiens), P20594. 0% at EC30 CNP, 100% saturating CNP. activation, % at 10 µM. actives 0.11% (n = 370,000);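 active = activation at 10 µM reaching about 35% in either raw or pattern-adjusted values, limit read from the data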
# rCAG RNA binder: binders of r(CAG) RNA repeats, primary screen, biochemical, fluorescence. r(CAG) RNA repeat, TO-PRO-1 dye displacement fluorescence. inhibition, % at 3 µM. actives 1.3% (n = 370,000);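 active = inhibition above the plate cutoff, the mean of all test compounds on that plate plus 3 SD, cut at about 35% in these data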;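 note: 0% = DMSO alone and 100% = 100 µM mitoxantrone as full dye displacement; higher means more dye released from RNA so lower well fluorescence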
# MBD2 DNA inh: inhibitors of MBD2 binding to methylated DNA, primary screen, biochemical, TR-FRET, DNA-binding domain, human; Methyl-CpG-binding domain protein 2 (Homo sapiens), Q9UBB5; MBD2 binding to methylated oligonucleotide; inhibition, % at 4.4 µM; actives 0.31% (n = 370,000); AID 686964, 2013; in the data active = inhibition above about 13%
# LEDGF integ inh: blockers of LEDGF/p75-dependent integrase strand transfer – biochemical, TR-FRET, high throughput, primary screen. TR-FRET IN-LEDGF/p75 DNA integration, Eu/Cy5. inhibition, % at 3.7 µM. AID 743269, 2014. HIV-1 integrase (with human LEDGF/p75). actives 0.64% (n = 370,000);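 active = inhibition above the screen-wide mean plus 3 SD, cut at about 13% in these data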;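 note: signal is the Cy5 over europium emission ratio at 671 and 618 nm; 0% = plate median of compound wells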
# HTRA1 inh: HTRA1 serine protease inhibitors, primary screen, biochemical, fluorescence polarization, HTS. Q92743. recombinant HTRA1, FP-rhodamine activity-based probe. inhibition, % at 5.96 µM. actives 0.5% (n = 340,000); in the data active = inhibition above about 36%;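 note: 0% = enzyme with DMSO and 100% = wells lacking enzyme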
# Target sequence (Q92743 whole entry, looked up): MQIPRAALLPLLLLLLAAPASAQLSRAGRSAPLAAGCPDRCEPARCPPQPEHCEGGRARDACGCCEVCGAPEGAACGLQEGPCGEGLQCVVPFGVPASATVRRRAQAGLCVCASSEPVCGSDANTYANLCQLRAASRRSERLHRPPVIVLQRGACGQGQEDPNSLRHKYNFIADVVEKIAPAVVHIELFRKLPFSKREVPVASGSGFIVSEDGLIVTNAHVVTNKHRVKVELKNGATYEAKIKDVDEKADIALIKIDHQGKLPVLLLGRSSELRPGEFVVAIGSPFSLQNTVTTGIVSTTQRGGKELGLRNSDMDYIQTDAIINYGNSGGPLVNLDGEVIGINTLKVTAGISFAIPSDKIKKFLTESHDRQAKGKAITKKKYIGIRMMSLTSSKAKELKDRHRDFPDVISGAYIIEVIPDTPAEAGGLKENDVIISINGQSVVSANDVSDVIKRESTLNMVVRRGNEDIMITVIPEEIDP
# * = called active by the depositor; . = not tested or not shown. The list is partial. The share of hits here may be higher or lower than overall.
SMILES,ABHD4 inh,TDP2 inh,TCR-CD3 inh,SIAE inh,PRMT1 inh,NPR2 activator,rCAG RNA binder,MBD2 DNA inh,LEDGF integ inh,HTRA1 inh
COCc1cc(C)nc(SCC(=O)Oc2ccccc2)c1C#N,1,3,2,-7,1,-2,-1,-1,1,2
O=C(Nc1cc2c(cc1C(=O)O)OCCCO2)c1ccc(F)cc1F,2,-8,14,9,2,-3,4,-6,-5,-6
OC(CSc1ccccc1)CN1CCN(c2ccccc2)CC1 (stereo unspecified),-2,-5,11,5,-1,-7,-4,4,-3,3
CN(CC(=O)Nc1ccc(Cl)c(C(F)(F)F)c1)C(=O)CCCNC(=O)c1ccc(Cl)cc1,-17,-10,4,-4,1,-7,3,2,-5,-27
O=C(CCCn1c(=S)[nH]c2cc3c(cc2c1=O)OCO3)N1CCN(c2ncccn2)CC1,5,5,-7,2,3,0,0,3,0,-2
C#CCOC(=O)C1C2C=CC(C2)C1C(=O)O (stereo unspecified),-1,15,5,-2,0,-1,-1,4,-1,-2
NC(=O)c1ccc(=O)n(Cc2ccc(Cl)cc2Cl)c1,2,4,-3,3,0,5,0,6,-3,-5
O=C(CN1C(=O)NC2(CCc3ccccc32)C1=O)Nc1cccc(Cl)c1 (stereo unspecified),-6,3,-4,-5,0,3,4,5,1,-8
CCOc1ccc(/C=N/NC2=NCCCCC2)cc1,7,-3,2,4,-2,-1,1,-4,-8,4
Cc1c(Cl)cccc1NC(=S)Nc1ccc(S(=O)(=O)Nc2ncccn2)cc1,4,10,0,11,5,1,3,2,-5,3
COc1ccc(CC(=O)OCC(=O)Nc2ncc(Cl)cc2Cl)cc1OC,8,3,-2,9,-1,3,-5,0,3,1
CC(=O)Nc1ccc(NC(=O)c2ccccc2CC[N+](=O)[O-])cc1,6,5,-4,2,1,-2,-4,-1,-2,-2
CC(C)c1nnc(NC(=O)C2CCCN2C(=O)Nc2cccc(Cl)c2)s1 (stereo unspecified),-2,6,-2,-4,4,0,2,4,1,0
COc1ccc(C(=O)NC(=S)N(C)Cc2ccccc2)cc1Br,3,2,-6,-5,-1,1,1,-2,3,-3
CC1CN(C(=O)c2ccc(S(=O)(=O)Nc3ccccc3F)cc2)CC(C)O1 (stereo unspecified),-1,7,-4,2,-1,4,-1,4,-1,1
O=C1CCN(S(=O)(=O)c2ccccc2)CCN1CCOCc1ccc(Cl)cc1,-2,-9,-3,0,-2,2,-1,1,1,10
CN(CCc1ccccn1)C(=O)c1cccnc1Oc1ccc(Cl)cc1,3,4,-6,1,2,-5,-7,4,0,8
O=c1[nH]c(CSc2nc3ccccc3s2)nc2cc(Cl)ccc12,-15,-24,-3,-4,7,-14,18,5,3,.
S=C(Nc1ccccc1)N1CCN(C/C=C/c2ccccc2)CC1,4,5,-2,2,1,-4,-6,0,-3,-19
COc1ccc(NC(=O)/C(C#N)=C/c2ccc3c(c2)n(C)c(=O)n3C)cc1,1,8,6,12,-2,-4,3,-1,0,-2
CCCC1OC(c2ccco2)OCC1CC (stereo unspecified),-1,1,-3,-1,0,0,2,-1,0,4
O=S(=O)(c1ccc(Br)s1)N1CCC(c2nc3ccccc3o2)CC1,0,-4,.,0,7,-9,6,1,-7,.
COc1ccccc1CNC(=O)CSc1ccc(-c2cccs2)nn1,-6,-4,-3,-2,1,-1,-3,7,-1,-5
O=C(Nc1ccccc1)C(=O)Nc1ccccn1,-7,-5,4,4,-1,0,3,-4,3,0
O=C(CN1C(=O)S/C(=C\c2cc(Cl)c(O)c(Cl)c2)C1=O)Nc1ccccc1,22,-4,7,3,-2,-4,48*,-4,1,6
Cc1ccc(CNC(=O)CCC2CCCN(C(=O)CCC(F)(F)F)C2)o1 (stereo unspecified),-10,-4,-1,1,12,0,1,10,-8,4
C=CCn1c2[n+](c3ccccc3c1=O)CCCCC2,3,0,6,-2,-2,2,-3,2,-2,9
Cc1c(C(=O)N2CCc3ccccc3C2)sc2nc(-c3ccccc3)cn12,-10,6,-5,-7,10,2,0,2,-3,-29
Cc1cccc(Cn2c(SCC(=O)Nc3ccccc3)nc3c2c(=O)[nH]c(=O)n3C)c1,-7,1,-5,0,0,6,5,-1,-3,-11
CC(=O)N1c2ccccc2-c2nc3ccccc3n2C1C (stereo unspecified),-4,12,4,-1,-2,0,-4,-1,-1,9
COc1cc(NC(=O)c2cccc(F)c2)cc(OC)c1OC,7,-6,5,-2,-1,-3,-4,-1,0,-2
O=C(Nc1ccccc1)N1CCCC(c2nc(-c3ccc(F)cc3)no2)C1 (stereo unspecified),-8,7,-1,-4,-3,-9,-7,-1,0,-11
CCn1nnnc1SCC(=O)Nc1nnc(C(C)C)s1,-1,5,-4,-1,-4,2,-3,-1,-2,6
COc1cccc(C(=O)Nc2ccc(NC(=O)C3CCCCC3)nc2)c1,-1,-3,4,-6,-3,0,-3,1,1,-17
CC(C)N(Cc1ccccc1)C(=O)CN1C(=O)NC2(CCCc3ccccc32)C1=O (stereo unspecified),1,-5,2,11,-4,4,-4,-3,2,-5
Cc1ccc(S(=O)(=O)NCc2ccc3c(c2)cc(C)n3C)cc1,60*,-7,42*,28*,2,2,16,-2,5,40*

# Laid out differently: results already given.
SMILES	ABHD4 inh	TDP2 inh	TCR-CD3 inh	SIAE inh	PRMT1 inh	NPR2 activator	rCAG RNA binder	MBD2 DNA inh	LEDGF integ inh	HTRA1 inh
CC(=O)N1c2ccccc2-c2nc3ccccc3n2C1C (stereo unspecified)	-4	12	4	-1	-2	0	-4	-1	-1	9
COc1cc(NC(=O)c2cccc(F)c2)cc(OC)c1OC	7	-6	5	-2	-1	-3	-4	-1	0	-2
O=C(Nc1ccccc1)N1CCCC(c2nc(-c3ccc(F)cc3)no2)C1 (stereo unspecified)	-8	7	-1	-4	-3	-9	-7	-1	0	-11
CCn1nnnc1SCC(=O)Nc1nnc(C(C)C)s1	-1	5	-4	-1	-4	2	-3	-1	-2	6
COc1cccc(C(=O)Nc2ccc(NC(=O)C3CCCCC3)nc2)c1	-1	-3	4	-6	-3	0	-3	1	1	-17

# Additional structures.
SMILES,ABHD4 inh,TDP2 inh,TCR-CD3 inh,SIAE inh,PRMT1 inh,NPR2 activator,rCAG RNA binder,MBD2 DNA inh,LEDGF integ inh,HTRA1 inh
O=C(CCCNS(=O)(=O)c1cccs1)N1CCN(c2cccc(Cl)c2)CC1,-3,4,-1,4,-1,1,-1,0,-1,-9
Fc1ccc(-c2ccnc3nc(-n4cccc4)nn23)cc1,-6,7,2,-22,4,2,1,-4,1,-16
O=C(c1ccc(Br)cc1)N1CCC(C(=O)N2CCN(c3ccccc3)CC2)CC1,0,-4,-5,8,-2,-11,-7,-8,-2,3
CN(C)c1ncc([N+](=O)[O-])cc1C(F)(F)F,4,8,-1,6,2,-5,0,1,1,5
Cc1ccccc1C(=O)N1CCC(C(=O)NC2CCCCCC2)CC1,-5,0,-4,2,2,13,-6,4,-5,-2
Cc1ccc(C)c(S(=O)(=O)NC2CCS(=O)(=O)C2)c1 (stereo unspecified),3,-4,-1,-5,-3,2,1,-3,0,5
NC(=O)c1ccsc1NC(=O)COC(=O)/C=C/c1ccccc1,-1,17,-6,-9,6,1,7,3,-3,-37
COc1cc(CCC(=O)OCn2nnc3ccccc3c2=O)cc(OC)c1OC,3,-6,0,12,0,4,-6,-5,4,-3
COc1cc(Cl)cc(C(c2c(C(=O)O)[nH]c3ccccc23)c2c(C(=O)O)[nH]c3ccccc23)c1O,43*,13,12,7,0,-1,92*,-5,6,2
CCc1cccc(CC)c1NC(=O)COc1ccccc1C(=O)c1cc(C#N)c(=O)n(C2CCCCC2)c1,-4,-2,-5,-1,-2,-8,2,1,4,-27
FC(F)(F)c1cc(-c2cccs2)nc2cc(-c3cccs3)nn12,1,-7,-4,-7,4,-3,0,3,-8,.
COC(=O)C1N2C(=O)[C@@H](NC(=O)COc3ccccc3)[C@H]2SC1(C)C (stereo partly specified),4,11,2,-7,-3,3,1,4,0,2
C#CC[N+](C)(C)CCCCCCCC,-7,-1,-11,-4,4,7,2,8,2,5
CCn1c2ccccc2c2cc(/C=C(/C#N)C(N)=S)ccc21,1,0,4,-15,12,3,25,-1,-2,-24
CC(=O)c1ccc(NC(=O)C2CCN(S(=O)(=O)c3cccc4cccnc34)CC2)cc1,0,13,2,1,0,-18,-1,-4,1,-5
CC(C)(C)C(=O)N1CCN(c2ccnc3cc(Cl)ccc23)CC1,-1,-8,-3,4,2,-5,-7,5,-4,-2
CCOC(=O)/C(=C\c1ccc([N+](=O)[O-])cc1)C(=O)c1cc(C(C)=O)c(Nc2ccccc2)s1,1,4,2,0,0,-22,4,-4,-4,-6
COc1ccc(OC)c2c(C)cc(NCCN3CCOCC3)nc12,7,8,-8,3,7,-6,-3,-2,-3,2
CSc1nncc(/C(C)=N\Nc2cccc(C)c2)n1,7,-14,-2,-4,-1,4,5,-1,2,-2
CC1CCc2c(sc3ncnc(SCC(=O)c4ccccc4)c23)C1 (stereo unspecified),1,-7,0,4,0,-1,-3,3,4,5
CCc1ccc(NC(=O)C(C)n2nc(C)c([N+](=O)[O-])c2C)cc1 (stereo unspecified),3,9,2,9,0,0,-5,4,-2,-4
COC(=O)c1cccc(NCN2C(=O)c3ccccc3C2=O)c1,4,-6,3,1,0,-5,-1,4,3,6
COc1cccc(NC(=O)COC(=O)c2ccccc2F)c1,4,1,-7,-1,-2,0,-1,-2,0,5
CCCN1CCN(c2ccc(S(N)(=O)=O)cc2[N+](=O)[O-])CC1,-3,4,5,6,-8,2,-2,-7,1,3
CCN1CCN(C(=O)c2ccc(OC)c(S(=O)(=O)Nc3ccc(C)cc3)c2)CC1,3,-4,6,-5,0,1,-1,-1,-4,-5
CC(NC(=O)/C=C/c1ccc(Br)cc1)c1ccccc1 (stereo unspecified),6,-8,7,-1,-3,5,-3,-3,-2,-6
COc1cccc(/C=C2\SC(=S)N(CCCC(=O)Nc3ccc(C(=O)O)cc3)C2=O)c1,-41,10,5,1,0,-1,69*,1,5,-20
COc1ccc(-c2[nH]ncc2CN(Cc2nccn2C)C(C)C)c(F)c1,-1,2,0,4,-2,0,0,-1,2,-4
O=C(Cn1nc(-c2ccccc2)ccc1=O)NCCc1ccc(F)cc1,0,1,.,4,-4,-2,2,-7,3,.
COc1cccc(-n2c(=O)c3sccc3n(CC(=O)NC3CCCC3)c2=O)c1,4,-7,8,-3,0,1,0,2,0,4
